MgcRacGAP inhibition: MgcRacGAP GTPase-activating activity inhibitors, confirmation, biochemical, ADP Hunter fluorescence | MgcRacGAP-stimulated Rac1 GTP hydrolysis, ADP Hunter fluorescence; higher % means a stronger effect; GST-tagged Rac1 F28L mutant substrate | one-dose inhibition, % at 30 µM; IC50 in µM for titrated hits | 340,000 tested, 0.6% active | AID 624330;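 active = first-screen hits whose inhibition reached a set limit at any dose in the follow-up dose series; inconclusive = inhibition above the set first-screen limit but never retested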;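 note: fluorescence reports GDP produced by GAP-driven GTP hydrolysis; strong numbers were not always called active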
NTR1 agonist: NTR1-driven beta-arrestin-GFP spot formation – imaging, U2OS cells, high content, primary screen (AID 493036) | 330,000 tested, 0.17% active | P30989 | agonist mode | activation, % at 20 µM;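 active = activation at or above 40% of the spot to cytoplasm intensity ratio, with at least 20 cells analyzed; inconclusive = wells under 20 cells, flagged as cytotoxic or low count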;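 note: 0% = DMSO without peptide and 100% = 100 nM NTR1 peptide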
Target sequence (P30989 whole entry, looked up): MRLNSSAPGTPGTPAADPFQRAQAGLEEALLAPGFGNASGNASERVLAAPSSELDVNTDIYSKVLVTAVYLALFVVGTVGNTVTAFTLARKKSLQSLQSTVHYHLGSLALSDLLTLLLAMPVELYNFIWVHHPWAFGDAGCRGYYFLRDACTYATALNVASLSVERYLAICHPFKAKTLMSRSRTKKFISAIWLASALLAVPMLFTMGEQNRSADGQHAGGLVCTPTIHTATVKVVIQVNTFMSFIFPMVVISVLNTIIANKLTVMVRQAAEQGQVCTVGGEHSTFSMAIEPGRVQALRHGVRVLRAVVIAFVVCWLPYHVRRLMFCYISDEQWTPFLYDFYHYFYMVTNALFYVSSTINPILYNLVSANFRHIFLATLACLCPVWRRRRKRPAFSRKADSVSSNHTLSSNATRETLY
Siah-1 displacement: Siah-1 peptide-binding antagonists, primary screen, biochemical, fluorescence polarization, rhodamine-plectin, uHTS (AID 1817) | Siah-1 / rhodamine-plectin peptide fluorescence polarization; higher % means a stronger effect | one-dose displacement, % at 20 µM; IC50 in µM for titrated hits | 290,000 tested, 0.02% active;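 active = displacement of at least 50% at 20 µM, with a fluorescence ratio check between 0.3 and a set limit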;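 note: plate controls were Siah plus tracer with DMSO for no effect and tracer alone without Siah for full effect; strong numbers were not always called active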
West Nile antiviral: West Nile virus antiviral activity, cell-based, CPE readout (AID 1621); West Nile virus-infected cells, CPE inhibition; higher % means a stronger effect; CPE inhibition, % at 10 µM; hits with a dose series show IC50 in µM; 290,000 tested, 0.02% active; in the data active = a potency from the dose series; inconclusive = CPE inhibition mostly from about 3.7% at the one dose, without a potency; inactive = the rest, 99 in 100 with CPE inhibition below about 2.2%; note: strong numbers were not always called active
NS5 inhibitors: Dengue-2 NS5 methyltransferase inhibitors, primary screen, biochemical, confirmation dose response (AID 588689). Dengue-2 NS5 methyltransferase capping enzyme assay, biochemical; higher % means a stronger effect. inhibition, % at 25 µM; hits with a dose series show IC50 in µM. 340,000 tested, 0.3% active; in the data active = a potency from the dose series; inconclusive = inhibition above about 29% without an active follow-up result
AID2073: disruptors of CaV2.2 binding to Mint1 – biochemical, HTRF (AID 2073); HTRF protein-protein interaction, Mint1-CaV2.2; higher % means a stronger effect; one-dose inhibition, % at 20 µM; IC50 in µM for titrated hits; 290,000 tested, 0.19% active; in the data active = inhibition mostly above about 51%, no sharp cut-off; inconclusive = no clear call, values can overlap the other calls; inactive = mostly below about 53%; note: some results filed as inactive read as strong as hits
SV40 large T antigen: TAg ATPase/helicase activity blockers – biochemical (AID 1903); SV40 large T antigen ATPase/helicase inhibition assay; higher % means a stronger effect; inhibition, % at 20 µM; hits with a dose series show IC50 in µM; 310,000 tested, 0.39% active; in the data active = a potency from the dose series; inconclusive = inhibition mostly from about 32% at the one dose, without a potency; inactive = the rest, 99 in 100 with inhibition below about 32%; note: strong numbers were not always called active
RSV antiviral HEp-2: inhibition of RSV-induced cytopathic effect – HEp-2 cells, primary 10 µM value included (AID 2391); 310,000 tested, 0.13% active; HEp-2 cells, RSV-induced CPE inhibition; higher % means a stronger effect; CPE inhibition, % at 10 µM, or IC50 in µM where a hit was titrated; in the data active = a potency from the dose series; inconclusive = CPE inhibition mostly from about 23% at the one dose, without a potency; inactive = the rest, 99 in 100 with CPE inhibition below about 21%; note: strong numbers were not always called active
K1F lysis inhibition: inhibition of K1F phage lysis, E. coli UTI89, bacterial capsule biogenesis inhibitors, alamar blue (AID 488966) | E. coli UTI89 K1F phage lysis, alamar blue, 2 h; higher % means a stronger effect | inhibition, % at 100 µM; hits with a dose series show IC50 in µM | 340,000 tested, 0.02% active;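 active = phage lysis inhibition, versus mean bacterial control, above a set limit; inconclusive = no clear call, values can overlap the other calls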;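 note: capsule biogenesis inhibitors block K1F phage lysis so surviving cells raise fluorescence; higher fluorescence means more inhibition of phage lysis; actives were called in the ten point dose series up to 300 µM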
NTR1 agonist cell count 20 µM: further read-out of NTR1 agonist, marked with its call; cell count; measured here: cell count, cytotoxicity flag
NS5 inhibitors pilot replicate: recorded beside NS5 inhibitors, whose call it bears; inhibition, %; measured here: pilot screen replicate inhibition
* = called active by the depositor; [ ] = dose if it differs, or a comment.

Screening CC(=O)N1CCN(c2nc(-c3ccco3)c3c(c2C#N)CC(C)(C)SC3)CC1 returned MgcRacGAP inhibition inconclusive, NTR1 agonist 0.8, Siah-1 displacement 2%, West Nile antiviral 0.1%, NS5 inhibitors 23%, AID2073 20%, SV40 large T antigen inconclusive, RSV antiviral HEp-2 1.3%, K1F lysis inhibition -0.2% and NTR1 agonist cell count 20 µM 51.
Screening COC(=O)c1ccc(N=Nc2ccccc2)cc1 returned MgcRacGAP inhibition 6%, NTR1 agonist -1.5, Siah-1 displacement 16%, West Nile antiviral -0.4%, NS5 inhibitors -8%, AID2073 9%, SV40 large T antigen 11%, RSV antiviral HEp-2 -0.3%, K1F lysis inhibition 0.3% and NTR1 agonist cell count 20 µM 63.
`Cc1sc2ncnc(N[C@@H](Cc3c[nH]c4ccccc34)C(=O)O)c2c1C` gave MgcRacGAP inhibition 7%, NTR1 agonist -1.6, Siah-1 displacement 1%, West Nile antiviral -0.5%, NS5 inhibitors -5%, AID2073 8%, SV40 large T antigen 3%, RSV antiviral HEp-2 1.9%, K1F lysis inhibition 0.0%[50 µM] and NTR1 agonist cell count 20 µM 52.
`CCOC(=O)N1CCN(C(=O)Cc2ccccc2[N+](=O)[O-])CC1` gave MgcRacGAP inhibition 7%, NTR1 agonist 0.0, Siah-1 displacement -1%, West Nile antiviral 0.1%, NS5 inhibitors -3%, AID2073 -6%, SV40 large T antigen 0%, RSV antiviral HEp-2 0.9%, K1F lysis inhibition -0.1%, NTR1 agonist cell count 20 µM 80 and NS5 inhibitors pilot replicate 3.9.
Screening COc1cccc(C2C(C(=O)c3cc4ccccc4o3)=C(O)C(=O)N2c2cc(C)on2)c1OC (stereo unspecified) returned MgcRacGAP inhibition 11%, NTR1 agonist 0.6, Siah-1 displacement 5%, NS5 inhibitors 13%, AID2073 31%, SV40 large T antigen 6%, RSV antiviral HEp-2 9.4%, K1F lysis inhibition -0.1% and NTR1 agonist cell count 20 µM 39.
`Cc1cc(-c2csc(NC(=O)c3ccc(=O)[nH]c3)n2)c(C)n1Cc1ccco1` gave MgcRacGAP inhibition 12%, NTR1 agonist -1.0, Siah-1 displacement 39%, West Nile antiviral 0.3%, NS5 inhibitors 21%, AID2073 inconclusive, SV40 large T antigen 18%, RSV antiviral HEp-2 8.4%, K1F lysis inhibition 1.1%[50 µM] and NTR1 agonist cell count 20 µM 59.
Screening Nc1nonc1-n1nnc(C(=O)N/N=C/c2ccccc2Cl)c1CN1CCOCC1 returned MgcRacGAP inhibition 2%, NTR1 agonist 0.1, Siah-1 displacement -4%, West Nile antiviral 0.1%, NS5 inhibitors -2%, AID2073 -3%, SV40 large T antigen 10%, RSV antiviral HEp-2 0.2%, K1F lysis inhibition 0.4% and NTR1 agonist cell count 20 µM 67.
For COc1cc2cc(C)nc(Cc3cccc4ccccc34)c2cc1OC the results were MgcRacGAP inhibition 1%, NTR1 agonist 1.9, Siah-1 displacement 5%, West Nile antiviral 0.1%, NS5 inhibitors -7%, AID2073 2%, SV40 large T antigen 0%, RSV antiviral HEp-2 4.2%, K1F lysis inhibition 0.1% and NTR1 agonist cell count 20 µM 85.
O=C1CN(S(=O)(=O)c2cc(Cl)ccc2Cl)c2ccccc2N1 was read as MgcRacGAP inhibition 3%, NTR1 agonist 1.8, Siah-1 displacement 0%, West Nile antiviral -0.1%, NS5 inhibitors -7%, AID2073 -3%, SV40 large T antigen -1%, RSV antiviral HEp-2 1.1%, K1F lysis inhibition 0.0% and NTR1 agonist cell count 20 µM 46.
For COc1ccccc1NC(=O)CCN1C(=O)C2CC=C(Cl)CC2C1=O (stereo unspecified) the results were MgcRacGAP inhibition 5%, NTR1 agonist 1.1, Siah-1 displacement 3%, West Nile antiviral 0.1%, NS5 inhibitors -5%, AID2073 2%, SV40 large T antigen 17%, RSV antiviral HEp-2 -0.1%, K1F lysis inhibition 2.7% and NTR1 agonist cell count 20 µM 29.
`Cc1noc(C)c1COc1ccc(C(=O)NCc2cccs2)cc1` gave MgcRacGAP inhibition 0%, NTR1 agonist 2.9, NS5 inhibitors 5%, K1F lysis inhibition -0.8% and NTR1 agonist cell count 20 µM 60.
`O=C1C2CC=CCC2C(=O)N1CNc1ccccc1` (stereo unspecified) gave MgcRacGAP inhibition 3%, NTR1 agonist 1.9, Siah-1 displacement 2%, West Nile antiviral -0.1%, NS5 inhibitors 1%, AID2073 7%, SV40 large T antigen 6%, RSV antiviral HEp-2 1.0%, K1F lysis inhibition 1.6% and NTR1 agonist cell count 20 µM 96.
`COC(=O)CC1=C(C)C(=O)CC2C(C)(C)CCCC12C` (stereo unspecified) gave MgcRacGAP inhibition 1%, NTR1 agonist 1.2, Siah-1 displacement 0%, West Nile antiviral -0.6%, NS5 inhibitors 0%, AID2073 7%, SV40 large T antigen 3%, RSV antiviral HEp-2 -0.3%, K1F lysis inhibition 3.2% and NTR1 agonist cell count 20 µM 48.
CCOc1ccc(OCC)c(NC(=O)CN(C)S(=O)(=O)c2cccc3nsnc23)c1 was read as MgcRacGAP inhibition 1%, NTR1 agonist -2.2, Siah-1 displacement 1%, West Nile antiviral -0.1%, NS5 inhibitors 1%, AID2073 -6%, SV40 large T antigen 16%, RSV antiviral HEp-2 10%, K1F lysis inhibition -0.1% and NTR1 agonist cell count 20 µM 85.
For O=C(O)CC1=C(O)C(=O)N(c2ccccc2)C1c1ccccc1 (stereo unspecified) the results were MgcRacGAP inhibition 5%, NTR1 agonist 1.2, Siah-1 displacement 2%, West Nile antiviral 0.2%, NS5 inhibitors 3%, AID2073 7%, RSV antiviral HEp-2 0.4%, K1F lysis inhibition -0.4% and NTR1 agonist cell count 20 µM 42.
Screening CC(C)Cc1nnc(NC(=O)c2cccc(S(=O)(=O)N3CCOCC3)c2)s1 returned MgcRacGAP inhibition 1%, NTR1 agonist 5.4, NS5 inhibitors 1%, RSV antiviral HEp-2 1.4%, K1F lysis inhibition 0.6%[50 µM] and NTR1 agonist cell count 20 µM 68.
Screening CN1CCN(NC(=O)c2ccc(Cl)s2)CC1 returned MgcRacGAP inhibition 10%, NTR1 agonist 0.3, Siah-1 displacement 1%, West Nile antiviral -0.2%, NS5 inhibitors 2%, AID2073 3%, SV40 large T antigen 10%, RSV antiviral HEp-2 1.4%, K1F lysis inhibition 0.2% and NTR1 agonist cell count 20 µM 68.
For O=C(COc1cccc(Cl)c1)Nc1ccc2c(c1)CCC2 the results were MgcRacGAP inhibition 4%, NTR1 agonist 4.0, Siah-1 displacement 4%, West Nile antiviral -0.5%, NS5 inhibitors -10%, AID2073 -5%, SV40 large T antigen 3%, RSV antiviral HEp-2 5.1%, K1F lysis inhibition 6.4% and NTR1 agonist cell count 20 µM 44.
`CCc1noc(C)c1C(=O)OCC(=O)NC(C)c1ccccc1` (stereo unspecified) gave MgcRacGAP inhibition 3%, NTR1 agonist 2.3, NS5 inhibitors -8%, RSV antiviral HEp-2 0.8%, K1F lysis inhibition 0.9%[50 µM] and NTR1 agonist cell count 20 µM 73.
Screening O=C(Nc1ccc2c(c1)OCO2)c1ccc(Br)s1 returned MgcRacGAP inhibition 10%, NTR1 agonist 5.4, Siah-1 displacement 4%, West Nile antiviral -0.5%, NS5 inhibitors -7%, AID2073 2%, SV40 large T antigen 1%, RSV antiviral HEp-2 6.2%, K1F lysis inhibition inactive and NTR1 agonist cell count 20 µM 75.
COc1ccc(C2(NC(C)=O)CCN(C(=O)CCC(=O)O)CC2)cc1 was read as MgcRacGAP inhibition 3%, NTR1 agonist 0.3, Siah-1 displacement 2%, West Nile antiviral 1.2%, NS5 inhibitors -3%, AID2073 -10%, SV40 large T antigen 2%, RSV antiviral HEp-2 0.8%, K1F lysis inhibition 2.9% and NTR1 agonist cell count 20 µM 36.
For Cc1nc(N2CCN(S(=O)(=O)c3ccccc3)CC2)c2c3c(sc2n1)CC(C)CC3 (stereo unspecified) the results were MgcRacGAP inhibition 4%, Siah-1 displacement 0%, West Nile antiviral -0.4%, NS5 inhibitors -7%, AID2073 14%, SV40 large T antigen 1% and K1F lysis inhibition -2.1%.
O=C(CO/N=C\c1ccccc1)Nc1ccccc1C(=O)N1CCOCC1 was read as MgcRacGAP inhibition -1%, NTR1 agonist -1.6, Siah-1 displacement 1%, West Nile antiviral -1.2%, NS5 inhibitors -2%, AID2073 5%, SV40 large T antigen 6%, RSV antiviral HEp-2 9.4%, K1F lysis inhibition -2.9% and NTR1 agonist cell count 20 µM 61.
For COc1cc(=O)n(C)c2c(OCC(O)C(C)(C)O)cccc12 (stereo unspecified) the results were MgcRacGAP inhibition 6%, NTR1 agonist 0.8, NS5 inhibitors -1%, SV40 large T antigen 24%, RSV antiviral HEp-2 -0.5%, K1F lysis inhibition -0.5% and NTR1 agonist cell count 20 µM 60.
Cc1cccc(NC2=NC(=S)N(c3cccc(C(=O)O)c3)C23CCCCC3)c1 was read as MgcRacGAP inhibition 5%, NTR1 agonist 0.0, Siah-1 displacement 4%, West Nile antiviral -0.4%, NS5 inhibitors 3%, AID2073 3%, SV40 large T antigen 4%, RSV antiviral HEp-2 5.5%, K1F lysis inhibition -0.2% and NTR1 agonist cell count 20 µM 83.
`Cc1cc(C(=O)CSc2n[nH]c(N)n2)c(C)n1-c1ccc2c(c1)OCO2` gave MgcRacGAP inhibition 13%, NTR1 agonist 0.7, Siah-1 displacement 36%, West Nile antiviral -0.1%, NS5 inhibitors -4%, AID2073 44%, SV40 large T antigen 14%, RSV antiviral HEp-2 inconclusive, K1F lysis inhibition 1.6% and NTR1 agonist cell count 20 µM 35.
CC(C)=CCc1cc([C@@H]2COc3c(ccc4c3C=CC(C)(C)O4)C2)c(O)cc1O was read as MgcRacGAP inhibition 8%, NTR1 agonist 23, West Nile antiviral 1.8%, NS5 inhibitors -4%, SV40 large T antigen 7%, RSV antiviral HEp-2 -1.1%, K1F lysis inhibition 11% and NTR1 agonist cell count 20 µM 82.

2 entries drawn at random from those above, as already listed:
For Cc1nc(N2CCN(S(=O)(=O)c3ccccc3)CC2)c2c3c(sc2n1)CC(C)CC3 (stereo unspecified) the results were MgcRacGAP inhibition 4%, Siah-1 displacement 0%, West Nile antiviral -0.4%, NS5 inhibitors -7%, AID2073 14%, SV40 large T antigen 1% and K1F lysis inhibition -2.1%.
Cc1cccc(NC2=NC(=S)N(c3cccc(C(=O)O)c3)C23CCCCC3)c1 was read as MgcRacGAP inhibition 5%, NTR1 agonist 0.0, Siah-1 displacement 4%, West Nile antiviral -0.4%, NS5 inhibitors 3%, AID2073 3%, SV40 large T antigen 4%, RSV antiviral HEp-2 5.5%, K1F lysis inhibition -0.2% and NTR1 agonist cell count 20 µM 83.
